Hck-Nef inh – human Hck-Nef kinase inhibition | P08631 | Recombinant Hck-YEEI plus Nef, Z-Lyte FRET kinase assay | inhibition, % at 20 µM | 0.68% of 220,000 active | AID 463187;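 active = Hck-Nef kinase inhibition above about 50%, limit read from the data; inactive = inhibition below that limit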;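 also: 0% = DMSO with Hck plus Nef and 100% = Hck alone without Nef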
Target sequence (P08631 whole entry, looked up): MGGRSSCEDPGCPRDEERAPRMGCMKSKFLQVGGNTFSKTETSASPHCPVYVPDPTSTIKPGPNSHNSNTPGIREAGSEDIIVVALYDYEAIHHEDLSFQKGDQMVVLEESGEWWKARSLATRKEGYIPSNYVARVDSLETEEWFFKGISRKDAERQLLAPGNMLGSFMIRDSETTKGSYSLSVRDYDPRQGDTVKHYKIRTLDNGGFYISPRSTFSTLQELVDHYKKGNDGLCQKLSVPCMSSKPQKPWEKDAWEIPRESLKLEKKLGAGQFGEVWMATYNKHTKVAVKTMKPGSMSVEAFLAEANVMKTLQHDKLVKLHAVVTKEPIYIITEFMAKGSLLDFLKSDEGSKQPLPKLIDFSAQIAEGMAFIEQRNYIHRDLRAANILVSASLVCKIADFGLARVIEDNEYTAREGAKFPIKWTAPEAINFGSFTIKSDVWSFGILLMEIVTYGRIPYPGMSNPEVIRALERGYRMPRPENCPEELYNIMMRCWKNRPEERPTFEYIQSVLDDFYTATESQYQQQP
Rad51 HR inh – Rad51 (human) homologous recombination inhibition; 0.085% of 200,000 active; Q06609; hRad51 DNA strand exchange, fluorescence dequenching; inhibition, % at 10 µM;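 active = inhibition above 40% at the single screening dose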;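 also: 0% = DMSO control wells and 100% = blanks with heterologous ssDNA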
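Material: human Rad51–ssDNA filaments; Probe or stimulus: labelled 47-mer dsDNA for strand exchange; Doses: single 10 µM dose; Incubation: 37 °C 15-min filament assembly, 30-min compound preincubation, 15-min exchange; Technique: FRET fluorescence dequenching, excitation 485 nm, emission 520 nm; Measure: Fluorescence-based percent inhibition, control- and blank-normalised; Benchmarks: plate control and blank wells.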
EP2 modulator – EP2 receptor (human) modulation; 0.83% of 260,000 active; induction, % at 25 µM; AID 940; P43116; EP2-expressing cells, cAMP HTRF FRET, PGE2 co-stimulation;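 active = compounds whose cAMP rise, as percent of the full-agonist control response, exceeds 60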;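 also: rat C6 glioma line stably carrying human EP2 under a CMV promoter; the protocol text gives 20 µM as final concentration; 100% = response of wells given 1 µM PGE2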
Target sequence (P43116 whole entry, looked up): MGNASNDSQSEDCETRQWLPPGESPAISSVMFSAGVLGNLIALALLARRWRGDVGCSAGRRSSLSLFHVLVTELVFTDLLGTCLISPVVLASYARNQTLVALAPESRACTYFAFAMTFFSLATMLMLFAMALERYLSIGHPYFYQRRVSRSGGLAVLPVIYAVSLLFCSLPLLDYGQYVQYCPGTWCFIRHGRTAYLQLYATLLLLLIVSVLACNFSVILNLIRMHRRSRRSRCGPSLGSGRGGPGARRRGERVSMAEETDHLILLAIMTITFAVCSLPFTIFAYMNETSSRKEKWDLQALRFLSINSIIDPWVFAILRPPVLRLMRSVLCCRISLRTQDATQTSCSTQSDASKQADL
m-calpain inh – calpain II (pig) inhibition. purified calpain II, fluorogenic peptide substrate, 30 min. inhibition, % at 16 µM. 0.37% of 220,000 active. AID 1236;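 active = inhibition above about 50%, limit read from the data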
L929 necroptosis – L929 zVAD cell death inhibition; AID 1377; L929 zVAD necroptosis rescue, ATP luminescence, 24 h; with zVAD 60 µM; viability rescue, % at 10 µM; 0.38% of 220,000 active;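 active = activation, scaled between plate controls, above about 75%, limit read from the data; inactive = activation under that limit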;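 also: 0% = zVAD with DMSO and 100% = DMSO alone without zVAD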
TbHK1 inh – T. brucei hexokinase 1 inhibition | recombinant TbHK1, G6PDH-coupled NADH A340 | inhibition, % at 10 µM | 0.11% of 220,000 active | AID 1430;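 active = inhibition of 50% or more in the single-dose primary screen; inactive = inhibition below 50%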
eIF4E 4G PPI – eIF4E/eIF4G interaction inhibition in translation initiation | 0.37% of 220,000 active | AID 782 | TR-FRET eIF4E-eIF4GI(517-606) binding, 2 h | inhibition, % at 21.7 µM | P63073+Q04637;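 active = inhibition above about 30%, limit read from the data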;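 also: 0% = full FRET control wells and 100% = background wells lacking eIF4GI fragment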
PGE2 EP2 inh – EP2 receptor (human) inhibition | C6 glioma cells expressing human EP2, cAMP TR-FRET; cells stimulated with saturating PGE2 | inhibition, % at 25 µM | 0.52% of 260,000 active | AID 1422;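 active = percent inhibition above 40 after rounding to a whole number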;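 also: rat C6 glioma host cells with rolipram phosphodiesterase inhibitor present; the protocol text gives 20 µM as final concentration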
14-3-3 Bad PPI – disrupts binding of bovine 14-3-3 zeta to phospho-Bad peptide | TR-FRET 14-3-3zeta/Dy647-pBad peptide displacement, 1 h | P63103 | inhibition, % at 21.7 µM | 0.71% of 220,000 active;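 active = inhibition above about 70%, limit read from the data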;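 also: 0% = full 14-3-3 plus peptide FRET controls and 100% = background without 14-3-3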
* marks the source's active call; other numbers are inactive results; i = inactive; x = not tested or not shown; [ ] = dose if it differs, or a comment. Only part of the results is shown, so the mix of outcomes need not match the whole.

SMILES | Hck-Nef inh | Rad51 HR inh | EP2 modulator | m-calpain inh | L929 necroptosis | TbHK1 inh | eIF4E 4G PPI | PGE2 EP2 inh | 14-3-3 Bad PPI
COc1ccc(OC)c(C(=O)c2coc3ccc(OCC(=O)O)cc23)c1 | 0 | 2 | 65* | -66 | -0.2 | -19 | 9 | 14 | 5
Cc1[nH]n(-c2ccccc2)c(=O)c1C=Nc1ccc(S(N)(=O)=O)cc1 | 18 | 2 | -5 | 17 | -0.2 | -27 | 2 | 9 | -5
Cc1ccc(S(=O)(=O)NC(=O)NCCc2ccccc2)cc1 | 0 | x | 30 | 1 | 0.8 | -4 | -1 | 7 | -3
Cc1cc(N/N=C/c2ccc([N+](=O)[O-])o2)nc2ccccc12 | 20 | 6 | -57 | -49 | 63 | -18 | 2 | 12 | -6
O=C(Nc1c(-c2ccccc2)nc2ccc(Cl)cn12)c1cccs1 | 2 | 8 | 0 | 6 | 0.1 | 25 | 4 | 13 | -14
CC(C)(C)OC(=O)NCCc1nnc(SCC(=O)Nc2ccc(Br)cc2)o1 | 14 | 11 | 20 | -20 | 0.1 | -7 | 5 | 7 | -6
COc1cccc(C2CC(c3ccccc3Cl)n3nc(N)nc3N2)c1 (stereo not given) | 1 | 0 | -9 | 8 | 0.6 | -4 | 8 | 6 | -7
COC(=O)c1c(-c2c(Cl)cccc2Cl)noc1C(=O)NNC(=O)N(C)C | -2 | 21 | -1 | -1 | -0.5 | -10 | 1 | 3 | 1
COc1cc(-c2nnc(SCC(=O)c3ccc(C)cc3)o2)cc(OC)c1OC | 7 | 5 | -28 | 4 | 0.6 | 5 | -1 | 5 | -4
CC1=C(C#N)C(c2cccnc2)C2=C(CC(c3ccc(Cl)cc3)CC2=O)N1 (stereo not given) | 6 | -6 | -2 | i | -1.2 | 11 | 0 | 6 | 0
CCOC(=O)N1CCN(C(=O)c2sc3nc(-c4ccc(F)cc4)cn3c2C)CC1 | 1 | x | -19 | 11 | -0.3 | -6 | 8 | x | 9
COc1ccc(OCc2nnc(SCC(N)=O)n2-c2ccccc2OC)cc1 | 0 | 2 | 19 | -14 | 0.1 | 5 | -2 | 9 | -1[fluorescence artefact?]
COc1ccc(C(=O)ON=C2CCN(C)CC2)cc1 | 23 | -37 | 4 | -4 | 0.2 | 3 | 4 | 9 | -3
CCOCCCNCc1ccc(OCc2ccc(F)cc2)c(OC)c1 | 16 | 2 | -32 | -6 | -1.4 | 5 | -1 | 4 | 6
C=CCc1cc(C(=O)N2CCCCC2)ccc1O | 3 | -5 | 5 | -33 | 1.2 | -8 | -2 | 7 | -6[fluorescence artefact?]
O=C(Nc1cccc(C(F)(F)F)c1)c1ccc(-n2cncn2)nc1 | 19 | 2 | -22 | -31 | 8.1 | 3 | -2 | 6 | -23
CCCCn1c(-c2ccoc2C)n[nH]c1=S | 4 | -6 | 14 | -15 | -0.9 | 3 | 2 | 3 | 4
Cc1ccccc1OCCNc1cc(N2CC(C)NC(C)C2)ccc1[N+](=O)[O-] (stereo not given) | 35 | -3 | -68 | 39 | 10 | 9 | 2 | 19 | -1
CC1CN(Cc2ccccn2)CCC1=O (stereo not given) | 1 | 6 | 38 | 19 | 1.2 | 5 | 2 | 4 | -6
O=C(CSc1n[nH]c(=O)[nH]c1=O)Nc1ccc2c(c1)C(=O)c1ccccc1C2=O | 20 | 2 | 19 | -18 | 2.0 | 2 | 18 | 17 | 46
CC1=N/C(=C\c2ccc([N+](=O)[O-])cc2)C(=O)N1c1cc(Cl)ccc1C | 1 | 2 | 10 | 18 | 0.1 | -9 | 1 | 11 | 1
CC(C)CCn1c(=O)c2ccccc2n2c(CN(C)Cc3ccccc3)nnc12 | 0 | 1 | 23 | -10 | -0.3 | 5 | 2 | 13 | 12
CC(=O)c1cnc(-c2cccc(Cl)c2)s1 | 21 | 22 | -65 | 17 | 0.6 | -11 | 4 | 6 | -4
O=C(COc1ccc(S(=O)(=O)NC2CCCC2)cc1)N1CCCCCC1 | 13 | 5 | 8 | -2 | 1.0 | 1 | 1 | 10 | 10
O=C(c1ccccn1)c1conc1C(=O)c1ccc(Br)cc1 | 2 | 1 | -9 | 14 | -0.2 | 2 | 0 | 4 | -8
O=S(=O)(NC(=S)NC1CCCCC1)c1ccccc1 | 24 | 10 | 16 | -11 | 1.5 | -3 | -3 | 1 | -9
Cc1ccc(-c2noc(CN(C(=O)Cc3ccccc3)C(C)C)n2)cc1 | 2 | 5 | 13 | 12 | -0.8 | -2 | 0 | 7 | 1
COc1ccc(CNc2nc(-c3ccccc3)nn2C(=O)c2ccc([N+](=O)[O-])cc2)cc1 | 0 | -1 | 2 | -9 | 2.7 | 14 | -3 | 8 | -4
COc1ccccc1NC(=O)c1ccc2nc(-c3ccccc3)c(-c3ccccc3)nc2c1 | 1 | -10 | 28 | -86 | 0.7 | -5 | 1 | 0 | -10
CCCc1[nH]nc2c1C(c1cccc(OC(=O)c3ccco3)c1)C(C#N)=C(N)O2 (stereo not given) | -6 | 0 | -21 | -29 | x | -3 | 1 | 9 | 2
CCOc1ccc(OCC)c(NC(=O)CN(c2ccc(C)cc2)S(=O)(=O)c2c(C)noc2C)c1 | 1 | 8 | 36 | -36 | -0.1 | 2 | -2 | 9 | -1
CCCNC(=O)c1ccc2c(=O)c(O)c(-c3ccc(Cl)c([N+](=O)[O-])c3)[nH]c2c1 | 29 | -1 | -1 | -59 | -0.1 | -10 | 1 | 8 | -9
O=c1[nH]c(-c2ccccc2F)nc2c1sc(=S)n2Cc1ccccc1 | 5 | 2 | 17 | 22 | 2.8 | -27 | -5[fluorescence artefact?] | 5 | -6
CCn1ccnc1CN1CCN(CCC(C)C)C(CCO)C1 (stereo not given) | 20 | -48 | 19 | -22 | 0.3 | 8 | 2 | 6 | -12
CCN(c1ccc(NC(=O)c2ccc(Cl)nc2)cc1)C(C)C | -10 | -2 | -43 | 21 | -1.0 | 5 | 14 | 3 | 0
O=C(c1cc(S(=O)(=O)N2CCCCC2)c(Cl)cc1N1CCOCC1)N1CCOCC1 | 2 | 3 | -16 | -11 | -0.2 | -2 | 1[fluorescence artefact?] | 14 | -2[fluorescence artefact?]
Cn1cccc1/C=C1\SC(=S)N(CC(=O)O)C1=O | 2 | 8 | -8 | 8 | 1.4 | -5 | 1 | 7 | -1
O=C(NCc1ccccc1)c1onc(CSc2ccc(F)cc2)c1C(=O)NCCCN1CCOCC1 | 2 | -11 | -6 | 0 | -0.5 | -4 | -5 | 8 | -12
Cc1cccc(C)c1NC(=O)Cn1nnc(-c2ccc(N3CCOCC3)cc2)n1 | 1 | 4 | 12 | -2 | 0.2 | -2 | -1 | 7 | 2
CCCOc1ccc(NC(=O)CC2C(=O)N(CC)C(=S)N2CCCN2CCN(Cc3ccccc3)CC2)cc1 (stereo not given) | 25 | -10 | -40 | 11 | 3.5 | 4 | -2 | 5 | -15
O=C(Cc1cccs1)Nc1cc(SCCO)cc([N+](=O)[O-])c1 | -1 | 19 | -24 | 28 | 0.8 | 0 | -1 | 15 | 2
O=C1c2ccccc2NC(c2ccccc2)N1NS(=O)(=O)c1ccccc1 (stereo not given) | 18 | 4 | 12 | -284 | 2.4 | 6 | 1 | 3 | 10
CCOC(=O)C(NC(=O)c1ccccc1)(N1CCCC1=O)C(F)(F)F (stereo not given) | 0 | 8 | 9 | -13 | 0.0 | 3 | -9[fluorescence artefact?] | 8 | -2
Cn1c(=O)oc2ccc(C(=O)CSc3nnnn3-c3ccccc3)cc21 | 0 | -2 | -12 | 2 | -0.1 | 2 | -12[fluorescence artefact?] | 6 | 4
Cc1noc(NC(=O)c2ccccc2)c1C#N | 1 | -6 | 7 | -1 | 0.7 | -9 | 4 | 3 | 0
c1ccc(CCC2CCCCN2Cc2nc(-c3ccc4c(c3)OCO4)no2)nc1 (stereo not given) | -10 | x | -6 | 23 | -0.9 | -3 | 0 | 2 | -9
O=C(CCC(=O)N1CCN(C2CCCCC2)CC1)Nc1nnc(C(F)(F)F)s1 | 1 | 2 | 5 | 8 | 1.5 | 4 | -4 | 2 | 10
CCN(CC(=O)NC(C)C)C(=O)[C@H](C)NC(=O)c1ccc(Br)cc1 | 18 | -2 | -25 | 1 | -0.8 | -2 | -1 | 6 | -4
CCCCNC(=O)COC(=O)c1cc(F)c(F)cc1Cl | 0 | x | -10 | 0 | 0.1 | 0 | 8 | 4 | -5
Cc1ccc(Oc2nc3ccccn3c(=O)c2/C=C(\C#N)C(=O)Nc2c(C)n(C)n(-c3ccccc3)c2=O)cc1 | 3 | -4 | 0 | -31 | 0.3 | -16 | 8 | 7 | 13
O=C(Nc1ccccc1)Nc1cc([N+](=O)[O-])ccc1F | 1 | 1 | -43 | -13 | 1.7 | -9 | -7 | 12 | -7
COc1ccc(C2=NOC3(CC(=O)N(c4ccc5ccccc5c4)C3=O)C2)c(OC)c1 (stereo not given) | 0 | -5 | -22 | 0 | -0.1 | -2 | -7 | 7 | 2
CON=C1CCN(c2ncc(C(F)(F)F)cc2Cl)CC1 | 3 | -35 | 40 | -4 | 0.7 | 1 | 3 | 3 | -5
c1ccc2c(CN3CCOCC3)csc2c1 | 6 | -16 | 5 | 0 | 0.8 | 2 | 21 | 2 | 5

Entries shown so far containing an NH in an aromatic ring (six):
SMILES | Hck-Nef inh | Rad51 HR inh | EP2 modulator | m-calpain inh | L929 necroptosis | TbHK1 inh | eIF4E 4G PPI | PGE2 EP2 inh | 14-3-3 Bad PPI
Cc1[nH]n(-c2ccccc2)c(=O)c1C=Nc1ccc(S(N)(=O)=O)cc1 | 18 | 2 | -5 | 17 | -0.2 | -27 | 2 | 9 | -5
CCCCn1c(-c2ccoc2C)n[nH]c1=S | 4 | -6 | 14 | -15 | -0.9 | 3 | 2 | 3 | 4
O=C(CSc1n[nH]c(=O)[nH]c1=O)Nc1ccc2c(c1)C(=O)c1ccccc1C2=O | 20 | 2 | 19 | -18 | 2.0 | 2 | 18 | 17 | 46
CCCc1[nH]nc2c1C(c1cccc(OC(=O)c3ccco3)c1)C(C#N)=C(N)O2 (stereo not given) | -6 | 0 | -21 | -29 | x | -3 | 1 | 9 | 2
CCCNC(=O)c1ccc2c(=O)c(O)c(-c3ccc(Cl)c([N+](=O)[O-])c3)[nH]c2c1 | 29 | -1 | -1 | -59 | -0.1 | -10 | 1 | 8 | -9
O=c1[nH]c(-c2ccccc2F)nc2c1sc(=S)n2Cc1ccccc1 | 5 | 2 | 17 | 22 | 2.8 | -27 | -5[fluorescence artefact?] | 5 | -6

Screening results deposited in PubChem BioAssay by several laboratories.
